High-throughput results: PubChem BioAssay, Broad Institute
TcdB inh – TcdB glycohydrolase inhibitors, primary screen, biochemical, single point, plate reader; inhibition, % at 9.99 µM; Toxin B (Clostridioides difficile), P18177; 0.24% of 350,000 active; TcdB glycohydrolase enzymatic assay; in the data active = inhibition above about 10%
Target sequence (P18177 whole entry, looked up): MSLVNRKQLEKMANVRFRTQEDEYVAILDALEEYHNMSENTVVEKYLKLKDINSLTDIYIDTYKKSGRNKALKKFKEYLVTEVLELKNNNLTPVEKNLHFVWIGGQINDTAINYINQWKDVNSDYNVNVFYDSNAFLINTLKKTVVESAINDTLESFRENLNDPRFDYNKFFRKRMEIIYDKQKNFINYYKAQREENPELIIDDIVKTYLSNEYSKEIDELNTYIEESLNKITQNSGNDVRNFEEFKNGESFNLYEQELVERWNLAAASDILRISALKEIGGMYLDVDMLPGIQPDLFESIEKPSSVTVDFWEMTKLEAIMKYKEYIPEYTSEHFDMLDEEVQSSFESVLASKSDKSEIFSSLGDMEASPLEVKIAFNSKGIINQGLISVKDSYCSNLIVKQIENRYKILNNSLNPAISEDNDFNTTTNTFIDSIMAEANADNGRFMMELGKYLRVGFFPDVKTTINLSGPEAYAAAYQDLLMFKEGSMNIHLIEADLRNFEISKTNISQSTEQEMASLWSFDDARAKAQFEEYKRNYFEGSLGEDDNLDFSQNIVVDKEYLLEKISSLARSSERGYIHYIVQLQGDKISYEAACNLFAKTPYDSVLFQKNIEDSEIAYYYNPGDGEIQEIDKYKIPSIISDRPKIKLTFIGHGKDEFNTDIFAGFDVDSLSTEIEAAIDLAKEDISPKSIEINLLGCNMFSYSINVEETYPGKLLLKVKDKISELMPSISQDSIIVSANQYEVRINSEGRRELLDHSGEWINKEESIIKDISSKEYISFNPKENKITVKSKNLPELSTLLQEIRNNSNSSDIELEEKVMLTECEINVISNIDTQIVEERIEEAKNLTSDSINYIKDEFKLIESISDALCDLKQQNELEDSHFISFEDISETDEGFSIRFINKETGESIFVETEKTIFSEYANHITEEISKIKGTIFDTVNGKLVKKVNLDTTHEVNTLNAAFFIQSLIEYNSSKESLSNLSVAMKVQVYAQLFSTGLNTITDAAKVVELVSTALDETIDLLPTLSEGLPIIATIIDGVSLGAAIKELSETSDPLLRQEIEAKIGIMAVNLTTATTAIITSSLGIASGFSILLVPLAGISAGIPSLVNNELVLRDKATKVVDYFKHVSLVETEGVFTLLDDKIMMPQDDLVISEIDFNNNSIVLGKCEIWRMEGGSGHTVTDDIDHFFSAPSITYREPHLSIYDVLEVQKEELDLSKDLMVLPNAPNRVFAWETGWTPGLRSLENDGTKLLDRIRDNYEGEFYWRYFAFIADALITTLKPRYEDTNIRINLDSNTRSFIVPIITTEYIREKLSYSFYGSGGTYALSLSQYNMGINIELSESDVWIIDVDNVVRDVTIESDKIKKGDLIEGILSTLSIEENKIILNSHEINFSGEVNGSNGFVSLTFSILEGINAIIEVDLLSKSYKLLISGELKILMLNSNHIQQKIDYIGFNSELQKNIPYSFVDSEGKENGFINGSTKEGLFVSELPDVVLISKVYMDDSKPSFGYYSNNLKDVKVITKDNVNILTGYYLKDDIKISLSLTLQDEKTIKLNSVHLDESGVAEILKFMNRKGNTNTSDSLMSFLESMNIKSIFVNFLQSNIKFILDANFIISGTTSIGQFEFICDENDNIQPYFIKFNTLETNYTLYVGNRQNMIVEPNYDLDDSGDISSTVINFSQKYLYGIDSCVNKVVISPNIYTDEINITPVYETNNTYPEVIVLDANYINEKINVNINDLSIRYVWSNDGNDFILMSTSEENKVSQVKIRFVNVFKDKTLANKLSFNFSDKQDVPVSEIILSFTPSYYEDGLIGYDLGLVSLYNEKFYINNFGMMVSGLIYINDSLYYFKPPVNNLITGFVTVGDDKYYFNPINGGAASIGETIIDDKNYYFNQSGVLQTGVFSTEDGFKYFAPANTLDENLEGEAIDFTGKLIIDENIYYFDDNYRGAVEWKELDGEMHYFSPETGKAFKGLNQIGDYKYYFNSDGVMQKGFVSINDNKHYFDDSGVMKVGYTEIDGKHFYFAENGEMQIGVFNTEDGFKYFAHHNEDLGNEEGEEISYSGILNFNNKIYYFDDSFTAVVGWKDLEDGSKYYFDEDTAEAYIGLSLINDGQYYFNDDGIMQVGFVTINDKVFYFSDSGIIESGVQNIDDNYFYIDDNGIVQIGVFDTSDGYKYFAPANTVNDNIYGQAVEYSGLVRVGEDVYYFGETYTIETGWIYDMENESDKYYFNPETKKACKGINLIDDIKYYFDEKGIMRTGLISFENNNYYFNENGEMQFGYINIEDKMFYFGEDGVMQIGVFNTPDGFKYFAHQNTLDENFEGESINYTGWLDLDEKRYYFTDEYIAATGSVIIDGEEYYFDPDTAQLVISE
The depositor's hits bear a star. A portion of the library; rates above refer to the full screens.

A first look (3 entries):
no.	Compound	TcdB inh
1	C[C@H]1CN([C@@H](C)CO)C(=O)c2cc(-c3ccccc3)cnc2O[C@@H]1CN(C)C(=O)c1cccnc1	0.3
2	C[C@@H](NC(=O)[C@@H]1[C@@H](CO)[C@@H]2Cn3c(ccc(-c4ccccc4)c3=O)[C@@H]2N1C)c1ccccc1	1.0
3	O=C(C[C@H]1C=C[C@H](NC(=O)c2ccncc2)[C@@H](CO)O1)NCC1CCCCC1	1.5

The list itself, from the first entry:
no.	Compound	TcdB inh
1	C[C@H]1CN([C@@H](C)CO)C(=O)c2cc(-c3ccccc3)cnc2O[C@@H]1CN(C)C(=O)c1cccnc1	0.3
2	C[C@@H](NC(=O)[C@@H]1[C@@H](CO)[C@@H]2Cn3c(ccc(-c4ccccc4)c3=O)[C@@H]2N1C)c1ccccc1	1.0
3	O=C(C[C@H]1C=C[C@H](NC(=O)c2ccncc2)[C@@H](CO)O1)NCC1CCCCC1	1.5
4	CO[C@H](CN(C)C(=O)c1ccc2c(c1)OCO2)[C@H](C)CN([C@H](C)CO)S(=O)(=O)c1ccccc1	0.0
5	C[C@H]1CCCCO[C@H](CN(C)C)[C@@H](C)CN([C@@H](C)CO)C(=O)c2cc(NC(=O)Cc3ccccc3)ccc2O1	-0.2
6	C[C@H]1CN([C@@H](C)CO)C(=O)c2ccccc2-c2ccccc2CO[C@@H]1CN(C)C(=O)[C@H]1CCCN1C	-0.7
7	CC(C)c1cn(CC[C@@H]2CC[C@H](NC(=O)c3cccc(F)c3)[C@H](CO)O2)nn1	0.9
8	C[C@@H]1CN([C@H](C)CO)C(=O)c2cc(NC(=O)Nc3ccc4c(c3)OCO4)ccc2O[C@H]1CN(C)C(=O)NC1CCCCC1	-0.6
9	COc1ccc(CN(C)C[C@@H]2Oc3ccc(NC(=O)Nc4c(C)noc4C)cc3C(=O)N([C@H](C)CO)C[C@@H]2C)cc1	-0.9
10	CC(C)C(=O)Nc1ccc2c(c1)C(=O)N(C)[C@@H]1CC[C@@H](CC(=O)NCc3ccc(F)cc3)O[C@@H]1CO2	-1.0
11	COCC(=O)N1C[C@H](C)[C@@H](OC)CN(C)C(=O)c2cc(NC(=O)C3CCC3)ccc2OC[C@H]1C	-0.2
12	O=C(C[C@H]1C=C[C@@H](NC(=O)Nc2cc(F)ccc2F)[C@H](CO)O1)Nc1ccc(-c2ccccc2)cc1	-0.5
13	CCCNC(=O)C[C@H]1CC[C@@H]2[C@H](COC[C@H](O)CN2C(=O)c2cc(Cl)cc(Cl)c2)O1	-3.9
14	COc1ccc2c3c([nH]c2c1)[C@H](CO)N(Cc1nccs1)CC31CCN(Cc2cncnc2)CC1	-1.4
15	COc1ccc(NC(=O)Nc2ccc3c(c2)C(=O)N([C@H](C)CO)C[C@H](C)[C@@H](CN(C)Cc2ccncc2)OCCCC[C@H](C)O3)cc1	0.2
16	COc1cccc(S(=O)(=O)N2CCCCN3[C@@H](CO)[C@@H](c4ccc(-c5ccccc5)cc4)[C@@H]3C2)c1	-5.3
17	COCC(=O)N1C[C@@H]2[C@H](c3ccccc31)[C@@H](CO)N2C(=O)Nc1ccccc1F	0.9
18	COc1ccc2c3c([nH]c2c1)[C@H](CO)N(Cc1ccccc1OC)CC31CN(S(=O)(=O)c2ccccc2)C1	1.3
19	CCCC#Cc1ccc2c(c1)O[C@H](CN(C)C(=O)Nc1ccc(OC)cc1)[C@@H](C)CN([C@H](C)CO)S2(=O)=O	0.2
20	C[C@H]1CN([C@@H](C)CO)C(=O)c2cccc(NC(=O)C3CCCCC3)c2O[C@H]1CN(C)Cc1ccc(Oc2ccccc2)cc1	1.3

Three structures from above, ordered by length of the SMILES, falling.
no.	Compound	TcdB inh
8	C[C@@H]1CN([C@H](C)CO)C(=O)c2cc(NC(=O)Nc3ccc4c(c3)OCO4)ccc2O[C@H]1CN(C)C(=O)NC1CCCCC1	-0.6
19	CCCC#Cc1ccc2c(c1)O[C@H](CN(C)C(=O)Nc1ccc(OC)cc1)[C@@H](C)CN([C@H](C)CO)S2(=O)=O	0.2
16	COc1cccc(S(=O)(=O)N2CCCCN3[C@@H](CO)[C@@H](c4ccc(-c5ccccc5)cc4)[C@@H]3C2)c1	-5.3

Further compounds:
no.	Compound	TcdB inh
21	C[C@H]1CN([C@@H](C)CO)C(=O)CCCn2nncc2CO[C@H]1CN(C)Cc1ccccc1C(F)(F)F	0.1
22	O=C(C[C@H]1CC[C@H](NS(=O)(=O)c2cccc(F)c2)[C@H](CO)O1)N1CCCCC1	-0.2
23	Cc1ccc(S(=O)(=O)Nc2ccc3c(c2)C(=O)N([C@@H](C)CO)C[C@H](C)[C@@H](CN(C)S(=O)(=O)c2ccc(F)cc2)OCCCC[C@@H](C)O3)cc1	-0.2
24	O=C(C[C@H]1CC[C@@H]2[C@H](COC[C@@H](O)CN2C(=O)c2ccccc2)O1)N1CCOCC1	-0.5
25	C[C@H](CO)N1C[C@H](C)[C@@H](CN(C)C(=O)Nc2ccccc2)OCCCC[C@H](C)Oc2ccc(NS(=O)(=O)c3cn(C)cn3)cc2C1=O	1.2
26	C[C@H]1CN([C@@H](C)CO)C(=O)Cc2cc(NS(=O)(=O)c3cn(C)cn3)ccc2O[C@@H]1CN(C)S(=O)(=O)c1cccs1	-1.2
27	C[C@H]1CN([C@@H](C)CO)S(=O)(=O)c2ccc(C#CC3(O)CCCC3)cc2O[C@H]1CN(C)C(=O)c1cccnc1	-2.9
28	C[C@@H]1CN([C@@H](C)CO)C(=O)c2cc(NC(=O)Nc3ccccc3)ccc2O[C@H]1CN(C)S(=O)(=O)c1ccccc1	-0.1
29	O=C(NCc1ccc(F)cc1)[C@H]1[C@H](CO)[C@H]2Cn3c(cccc3=O)[C@@H]1N2C(=O)Cc1ccccn1	-0.5
30	COCC(=O)N1C[C@@H](C)[C@@H](OC)CN(C)C(=O)c2cc(NS(C)(=O)=O)ccc2OC[C@@H]1C	3.4
31	CCC(=O)N1[C@H](C(=O)N[C@@H](C)c2ccccc2)[C@@H](CO)[C@@H]2Cn3c(cccc3=O)[C@@H]21	-1.6
32	O=C(C1CCOCC1)N1CC(=O)N2[C@@H](CO)[C@@H](c3ccc(C#CC4CCCC4)cc3)[C@@H]2C1	0.5
33	Cc1ccc(S(=O)(=O)N[C@H]2CC[C@H](CC(=O)NCc3ccc(Cl)c(Cl)c3)O[C@H]2CO)cc1	0.4
34	CN(C)C(=O)c1ccc(-c2ccc([C@@H]3[C@@H](CO)N(C(=O)C4CCC4)[C@H]3C#N)cc2)cc1	-0.1
35	CNC(=O)C[C@@H]1CC[C@H]2[C@@H](COC[C@@H](O)CN2C(=O)Nc2ccc(Cl)c(Cl)c2)O1	-0.7
36	CC(C)CC#Cc1ccc2c(c1)O[C@H](CN(C)C(=O)NC1CCCC1)[C@@H](C)CN([C@H](C)CO)S2(=O)=O	1.4
37	O=C(C[C@H]1C=C[C@H](NC(=O)Nc2cccc(F)c2)[C@H](CO)O1)NCC1CCCCC1	-0.6
38	CC(C)CC#Cc1cnc2c(c1)C(=O)N([C@@H](C)CO)C[C@H](C)[C@H](CN(C)Cc1cncnc1)O2	0.1
39	CO[C@H]1CN(C)C(=O)c2ccc(NC(C)=O)cc2OC[C@H](C)N(C(=O)c2ccc(F)cc2)C[C@@H]1C	-0.5
40	CCCN(C)C[C@@H]1Oc2cc(/C=C/c3ccccc3)ccc2S(=O)(=O)N([C@H](C)CO)C[C@@H]1C	1.6
41	COc1ccc(NC(=O)Nc2ccc3c(c2)C(=O)N([C@H](C)CO)C[C@H](C)[C@H](CN(C)Cc2ccc(C(=O)Nc4ccccc4N)cc2)O3)cc1	-0.6
42	Cc1ccc(S(=O)(=O)N(C)C[C@H]2Oc3ccc(NC(=O)CCN4CCOCC4)cc3CC(=O)N([C@@H](C)CO)C[C@@H]2C)cc1	-7.0
43	O=C(Nc1ccccc1F)N[C@@H]1CC[C@H](CCNC(=O)C2CCCC2)O[C@H]1CO	-1.2
44	CC(C)NC(=O)N(C)C[C@H]1OCCCC[C@H](C)Oc2ccc(NC(=O)c3ccccc3)cc2C(=O)N([C@@H](C)CO)C[C@@H]1C	-0.2
45	Cc1noc(C)c1NC(=O)Nc1ccc2c(c1)C(=O)N([C@H](C)CO)C[C@@H](C)[C@H](CN(C)Cc1ccc(C(F)(F)F)cc1)OCCCC[C@@H](C)O2	-0.9
46	COCC(=O)N1CCCCN2[C@H](CO)[C@@H](c3ccc(C#Cc4cccnc4)cc3)[C@H]2C1	0.3
47	N#C[C@@H]1[C@@H](c2ccccc2-c2ccccc2F)[C@@H](CO)N1C(=O)c1ccccn1	0.6
48	CN(C)CC(=O)N1CCCCN2[C@@H](CO)[C@H](c3ccc(-c4cccnc4)cc3)[C@@H]2C1	-0.2
49	COc1ccccc1CN1[C@@H]2CN(C(=O)C3CC3)c3ccccc3[C@@H]2[C@@H]1CO	-1.1
50	CCCN(C)C[C@@H]1Oc2ncc(Br)cc2C(=O)N([C@@H](C)CO)C[C@@H]1C	0.0
51	C[C@@H]1CN([C@@H](C)CO)C(=O)Cc2cc(NS(=O)(=O)c3ccc(Cl)cc3)ccc2O[C@@H]1CN(C)CC1CC1	1.0
52	O=S(=O)(NC[C@H]1N[C@@H](CO)[C@H]1c1ccc(C2=CCCC2)cc1)c1ccccc1	0.1
53	C[C@@H]1CN([C@H](C)CO)C(=O)c2cc(NC(=O)Cn3cnnn3)ccc2O[C@H]1CN(C)C(=O)NC1CCCCC1	-0.8
54	COc1ccc(NC(=O)Nc2ccc3c(c2)CC(=O)N([C@H](C)CO)C[C@@H](C)[C@H](CN(C)Cc2ccccc2)O3)cc1	-0.4
55	CCNC(=O)C[C@H]1CC[C@H]2[C@H](COc3ccc(NC(=O)Nc4ccc(F)cc4)cc3C(=O)N2C)O1	-0.1
56	C[C@@H](O)C#Cc1ccc([C@@H]2[C@@H](CO)N3CCCCN(S(=O)(=O)Cc4ccccc4)C[C@H]23)cc1	-0.3
57	C[C@H]1CN([C@@H](C)CO)C(=O)c2cccc(NC(=O)C3CC3)c2O[C@@H]1CN(C)C(=O)Nc1ccc2c(c1)OCO2	0.0
58	C[C@H](O)C#Cc1ccc2c(c1)O[C@H](CN(C)C(=O)CC1CC1)[C@H](C)CN([C@@H](C)CO)S2(=O)=O	-1.0
59	CCC(=O)N[C@@H]1CC[C@@H](CCNS(=O)(=O)c2ccc(Cl)cc2)O[C@H]1CO	-1.6
60	C[C@H](CO)N1C[C@H](C)[C@@H](CN(C)C(=O)CN(C)C)Oc2cc(C#C[C@@H](C)O)ccc2S1(=O)=O	0.1
61	C[C@@H]1CCCCO[C@@H](CN(C)Cc2ccncc2)[C@@H](C)CN([C@@H](C)CO)C(=O)c2cc(NC(=O)CCCN(C)C)ccc2O1	0.3
62	C[C@H]1CCCCO[C@H](CN(C)C)[C@@H](C)CN([C@@H](C)CO)C(=O)c2cc(NC(=O)Nc3ccccc3)ccc2O1	1.3
63	COCC#Cc1ccc2c(c1)O[C@@H](CN(C)C(=O)c1ccccc1)[C@H](C)CN([C@@H](C)CO)S2(=O)=O	1.2
64	C[C@H](CO)N1C[C@H](C)[C@H](CN(C)CC2CCCCC2)Oc2ncc(-c3ccc(F)cc3)cc2C1=O	-1.3
65	C[C@@H]1CN([C@@H](C)CO)C(=O)c2cc(NS(=O)(=O)c3ccc(F)cc3)ccc2O[C@@H](C)CCCCO[C@@H]1CN(C)Cc1ccccc1	-0.5
66	C/C=C/c1ccc([C@@H]2[C@@H](C#N)N(C(=O)NC3CCCCC3)[C@@H]2CO)cc1	-0.6
67	Cc1noc(C)c1S(=O)(=O)Nc1ccc2c(c1)C(=O)N([C@@H](C)CO)C[C@H](C)[C@H](CN(C)Cc1ccc(C(F)(F)F)cc1)OCCCC[C@H](C)O2	-2.9
68	C[C@@H]1CN([C@H](C)CO)C(=O)c2cc(NC(=O)Nc3cccc4ccccc34)ccc2O[C@H]1CN(C)S(=O)(=O)c1ccccc1	0.4
69	COc1ccc(S(=O)(=O)Nc2ccc3c(c2)C(=O)N([C@@H](C)CO)C[C@@H](C)[C@H](CN(C)S(=O)(=O)c2cccs2)O3)cc1	0.3
70	O=C(c1ccc2c(c1)OCO2)N1C[C@H]2[C@@H](c3ccccc31)[C@@H](CO)N2Cc1cccnc1	-1.0
71	C[C@H]1CN([C@@H](C)CO)C(=O)Cc2cc(NS(=O)(=O)c3cn(C)cn3)ccc2O[C@H]1CN(C)Cc1ccc(Oc2ccccc2)cc1	1.1
72	CC(C)NC(=O)N(C)C[C@H]1OCCCC[C@H](C)Oc2ccc(NC(=O)Nc3ccc(C(F)(F)F)cc3)cc2C(=O)N([C@H](C)CO)C[C@H]1C	0.5
73	C[C@@H]1CN([C@@H](C)CO)C(=O)c2cc(-c3ccc(C#N)cc3)cnc2O[C@H]1CN(C)C(=O)Nc1ccccc1	-1.3
74	COc1ccccc1NC(=O)N[C@H]1C=C[C@@H](CC(=O)N[C@H](C)c2ccccc2)O[C@H]1CO	0.9
75	C[C@H](CO)N1C[C@H](C)[C@H](CN(C)C(=O)Nc2ccc3c(c2)OCO3)Oc2ccc(NC(=O)Cc3cn(C)c4ccccc34)cc2CC1=O	-0.2
76	Cc1ccc(S(=O)(=O)NCC[C@H]2CC[C@H](NC(=O)CCN3CCCCC3)[C@H](CO)O2)cc1	-0.2
77	O=C(C[C@@H]1CC[C@H]2[C@@H](COC[C@H](O)CN2Cc2cc(F)ccc2F)O1)NCc1ccc(F)cc1	0.1
78	C[C@H](CO)N1C[C@H](C)[C@H](CN(C)S(=O)(=O)c2ccc(F)cc2)Oc2cc(C3=CCCCC3)ccc2S1(=O)=O	0.2
79	CCCNC(=O)N1[C@@H]2Cn3c(ccc(-c4ccccc4OC)c3=O)[C@H]1[C@@H](C(=O)O)[C@@H]2CO	-1.9
80	O=C(N[C@H]1CC[C@H](CC(=O)N2CCOCC2)O[C@@H]1CO)c1ccc2c(c1)OCO2	0.8
81	Cc1ccc(S(=O)(=O)N(C)C[C@H]2Oc3ccc(NC(=O)Cn4cnnn4)cc3C(=O)N([C@@H](C)CO)C[C@@H]2C)cc1	0.3
